KB-V1 cytotox: KB-V1 MDR subline cytotoxicity; KB-V1 MDR cells viability, CellTiter-Glo, 72 h; Potency, µM (top dose mostly 46.1 µM), without a hit: at the top dose activity change, negative = cytotoxicity, most hits filed as cytotoxic; actives 3.4% (n = 400,000); further: potency means the concentration at half of the fitted maximal effect; on the % scale 0 is the no-effect control and ±100 the full control effect; nearly all actives have a fitted effect of over 60% in size
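KB-V1, DMEM (no phenol red) + 10% FBS; cpd pin-transferred, titration series; 72 h, 37 degrees C; CellTiter-Glo, luminescence. Data normalized, curve-fit.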
KB-3-1 cytotox: KB-3-1 parental cell cytotoxicity | AID 1347075 | Potency, µM (top dose mostly 46.1 µM), inactives show top-dose activity change, negative = cytotoxic, usual class: cytotoxic | KB-3-1 viability, CellTiter-Glo ATP luminescence, 72 h | actives 1.4% (n = 400,000); further: potency means the concentration at half of the fitted maximal effect; on the % scale 0 is the no-effect control and ±100 the full control effect; nearly all actives have a fitted effect of over 60% in size
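Screening of KB-3-1 cells (DMEM, 10% FBS, phenol-red free) ran from lowest to highest compound concentration; after 72 h at 37 °C viability was read luminescently and curves fitted.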
ATXN2 expr inh: ATXN2 expression inhibition | AID 1745845 | actives 0.72% (n = 360,000) | Potency, µM (top dose mostly 57 µM), for inactives: at the highest dose activity change, negative = inhibition, usual class: inhibitors | HEK-293 ATXN2-luciferase reporter, luminescence, 24 h; further: potency means the concentration at half of the fitted maximal effect; on the % scale 0 is the no-effect control and ±100 the full control effect; nearly all actives have a fitted effect of over 55% in size
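ATXN2-luciferase reporter cells (luciferase flanked by upstream and downstream ATXN2 gene portions) were treated 24 h at 37 °C with compounds at up to 57 uM. SteadyGlo luminescence gave expression; GF-AFC fluorescence gave viability.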
HT1080-NT tox: kills 2HG-producing HT-1080-NT fibrosarcoma cells; actives 1.6% (n = 360,000); HT-1080-NT fibrosarcoma viability, CellTiter-Glo ATP luminescence, 48 h; Potency, µM (titrated, usually from 46.1 µM), for inactives: top-dose activity, negative = less viability, hits mostly cytotoxic;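 further: NT is the 2HG producing partner of a matched IDH1 knockdown line; potency means the concentration at half of the fitted maximal effect; 0% = DMSO-treated cells and -100% = media-only wells without cells; nearly all actives have a fitted effect of over 55% in size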
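HT-1080-NT fibrosarcoma cells (2HG-overproducing), 750 cells/well in RPMI with 5% FBS, dosed after 2 h and incubated 48 h at 37C. CellTiter-Glo luminescence normalized to DMSO and no-cell wells; concentration-response curves fitted and classed.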
S2 tox: viability counter-screen for ATXN expression inhibitors. S2 cells (HEK-293 line with an ATXN2-luciferase reporter) viability, CellTiter-Fluor protease fluorescence, 24 h. Potency, µM (series often up to 56.7 µM), hits mostly cytotoxic. actives 0.49% (n = 400,000). AID 651635; further: potency means the concentration at half of the fitted maximal effect; nearly all actives have a fitted effect of over 40% in size
MCF10A rereplic: induces DNA re-replication in MCF 10a normal breast cells; AID 624296; Potency, µM (highest dose often 46.1 µM), inactives show at the highest dose activity, positive = re-replication, hits mostly activators; MCF 10A DNA re-replication, Hoechst nuclear intensity, 48 h; actives 2.9% (n = 350,000); further: potency means the concentration at half of the fitted maximal effect; % of control where 0% means no effect; nearly all actives have a fitted effect of over 50% in size
IL-1B inflam inh: blocks inflammasome-driven IL-1 beta release. THP-1 LPS/ATP IL-1B secretion, AlphaLISA, 16 h; stronger effect = lower value. activity change, % at 57.5 µM. actives 4.7% (n = 360,000). AID 743279; in the data active means activity change below about -50%; inconclusive means mostly about -30% to -49%; further: on the % scale 0 is the no-effect control and ±100 the full control effect
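THP-1 cells pretreated 1 hr with compounds (up to 57.5 uM final), then stimulated with LPS (250 ng/mL final) plus ATP (1.25 mM final); secreted IL-1B measured by AlphaLISA after 16 hr, decreased signal indicating inhibition.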
HT1080 IDH1KD tx: HT-1080 IDH1 knockdown cell toxicity (counter line) | HT-1080 IDH1 knockdown viability, ATP luminescence, 48 h | Potency, µM (series often up to 46.1 µM), without a hit: at the highest dose activity, negative = toxicity, usual class: cytotoxic | actives 2% (n = 360,000);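 further: potency means the concentration at half of the fitted maximal effect; 0% = DMSO wells and -100% = cell-free medium wells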
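After a 2 h attachment period, IDH1KD HT-1080 cells took pin-transferred compound for 48 h at 37 °C; ATP-based luminescence after 10 min room-temperature reagent incubation reported viability.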
SW480 rerep: DNA re-replication induction in SW480 cells | Potency, µM (series often up to 46.1 µM), without a hit: at the highest dose re-replication activation, most hits filed as activators | actives 1.8% (n = 340,000) | AID 624297 | SW480 DNA re-replication, Hoechst DNA content imaging, 48 h; further: potency means the concentration at half of the fitted maximal effect; % of control where 0% means no effect; nearly all actives have a fitted effect of over 55% in size
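Quantitative HTS format with DMSO vehicle controls; 48 hr drug incubation at 37 C, then 40 min Hoechst staining and scanning imager measurement at 405 nm excitation.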
* marks the source's active call; other numbers are inactive results; i = inactive; ? = inconclusive; . = no result given; [ ] = remark or other dose. Unless noted, the call rests on the fitted dose curve; in most records, active means well fitted curve in the direction sought with a large enough effect; inconclusive means small, poorly fitted or top-dose-only effect, or another doubt; inactive means no such curve, though single readings can be large; an effect the other way counts as inactive or inconclusive.

SMILES	KB-V1 cytotox	KB-3-1 cytotox	ATXN2 expr inh	HT1080-NT tox	S2 tox	MCF10A rereplic	IL-1B inflam inh	HT1080 IDH1KD tx	SW480 rerep
Cc1cccc(N2CCN(C(=O)c3cc(S(=O)(=O)N4CCOCC4)cn3C)CC2)c1C	25%	4%	-11%	0%	i	?	?	-1%	-2%
O=S(=O)(NC1CCN(Cc2ccccc2)CC1)c1cccc2cccnc12	-1%	-6%	-24%	?	i	0%	-2	?	9%
CCOc1ccc(NC(=O)CN(C)C(=O)Cc2n[nH]c(=O)c3ccccc23)cc1OCC	-8%	-8%	8%	1%	i	-10%	0	-2%	-26%
CC(C)c1ccc(CN2CCC(Oc3ccc(C(=O)N4CCCC4)cc3)CC2)cc1	-9%	-21%	-18%	-14%	?	-8%	-25	-13%	-6%
O=[N+]([O-])c1cnn2cc(Br)cnc12	13%	-5%	.	-9%	i	13%	13	-9%	-5%
C/C(=N\NC(=O)c1cc(C)nc2ccccc12)c1cccs1	?	0%	.	?	i	?	-2	-26%	?
O=C(NCC(c1ccco1)N1CCCC1)c1cc2cc(Cl)ccc2o1 (stereo unspecified)	9.2µM*	-8%	10%	-10%	i	?	-26	-10%	11%
Cc1ccc(F)c(S(=O)(=O)NC(=O)C2(C)CCN2C(=O)C2(c3ccc(Cl)cc3)CCC2)c1 (stereo unspecified)	?	?	-3%	1%	i	.	0	-2%	.
CC1C/C(=N\NC(=S)NC(C)C)CC(C)(C)C1 (stereo unspecified)	9%	24%	-9%	16%	i	-9%	59	8%	-2%
Nc1c2nc(-c3ccccc3Cl)[nH]c(=O)c2nc(=O)n1-c1ccccc1	-4%	-12%	.	-1%	i	2%	-15	-1%	-5%
CCN(CC(=O)NCc1ccco1)S(=O)(=O)c1ccc(F)cc1	-9%	6%	5%	14%	i	0%	0	15%	?
Cc1ccc(Cl)cc1N1CCN(C(=O)c2ccc3c(c2)N(Cc2ccccc2F)C(=O)c2ccccc2S3(=O)=O)CC1	0%	-11%	2%	.	i	.	.	.	.
COCCOC(=O)C1=C(C)OC(N)=C(C#N)C1c1cc2cccc(C)c2nc1Cl (stereo unspecified)	20%	12%	-28%[11.3 µM]	-3%	i	23µM*	-15	?	4%
CC(C)NC(=O)CC(=O)N/N=C/c1ccc(Br)cc1	5%	18%	14%	5%	i	-2%	17	0%	2%
Cc1[nH]c2ccc(C(=O)N3CCN(c4ccccc4Cl)CC3)cc2c1C	2%	-30%	14%	-1%	i	?	-10	-30%	?
COc1ccc(CNc2nc(-c3ccccc3)nn2C(=O)c2ccccc2OC)cc1	0%	-4%	12%	.	i	.	.	.	.
CSc1sc(-c2ccnc(SCC(=O)C(C)(C)C)n2)c2c1C(=O)CC(C)(C)C2	10%	1%	3%	12%	i	?	43	2%	-1%
Cc1ccc(NC(=O)C(Cc2c[nH]c3ccccc23)NC(=O)OCC(C)C)cc1 (stereo unspecified)	4%	1%	-16%	.	?	.	.	.	.
O=C(C1CCN(C2CC(=O)N(c3cccc(Cl)c3)C2=O)CC1)N1CCCC1 (stereo unspecified)	?	13%	-29%	23%	i	0%	2	14%	0%
C/C(=N\NC(=O)c1cccc([N+](=O)[O-])c1)c1ccncc1	2%	15%	16%	3%	i	0%[9.22 µM]	36	2%	-89%[inhibitor]
CN(C)CCNc1oc(-c2ccc(COc3ccc(Cl)cc3)o2)nc1C#N	7%	8%	0%	.	?	.	.	.	.
COc1ccc2c(c1OC)C(=O)OC2n1c(O)c(N=NC(C)=O)c2ccccc21 (stereo unspecified)	26%	8%	2%	20%	i	-7%	15	14%	-14%
Cc1nc2c(C(=O)N3CCOCC3)cnn2c(C)c1Cc1ccc(Cl)cc1	?	-5%	-9%	3%	i	-1%	-5	-1%	-13%
Cc1ccc(C(=O)NNC(=O)c2ccoc2C)s1	21%	2%	32%[activator]	16%	i	-3%	2	11%	?
C=CCN(c1ccccc1)S(=O)(=O)c1cc2c(cc1C)NC(=O)CO2	1%	-2%	-8%	-2%	i	0%	27	-2%	-3%
COc1cc(/C=C/C(=O)N(C)CC(=O)Nc2ccccc2Br)cc2c1OCCO2	26%	8%	23%	1%[9.24 µM]	i	-7%	?	3%	-15%
CCOc1ccc(S(=O)(=O)Nc2cccc(C(=O)NCCCN3CCCC3=O)c2)cc1	?	-5%	-11%	-4%	i	-4%	0	-7%	-15%
Cc1ccc(-c2nc3ccc(Cl)cn3c2Cc2cccc(F)c2)cc1	9%	0%	0%	?	?	.	-14	?	.
COc1ccc(OCC2CCNCC2)cc1	-7%	-1%	6%	-4%	i	?	-5	2%	3%
COc1cc(C2C(C#N)=C(N)N(c3sc4c(c3C#N)CCCC4)C3=C2C(=O)CC(C)(C)C3)cc(OC)c1OC (stereo unspecified)	1%	-10%	-7%	-25%	i	0%	64	?	-6%
Cn1c(-c2ccsc2)c(-c2cccs2)c2cc(-c3ccc4cc[nH]c4c3)ccc21	-12%	1%	4%	-4%	i	-47%[inhibitor]	12	-9%	12%
CCN(CC)C(=O)C1=C(C)N(CCC2=CCCCC2)C(=O)C(CC(=O)NC(c2ccccc2)c2ccccc2)C1 (stereo unspecified)	?	-20%	?	-10%	?	.	3	-8%	.
CN=C(c1ccc(C)cc1)n1c(=S)nc(-c2ccc(C)cc2)n(C)c1=S	-13%	-13%	2%	2%	?	-2%	23	0%	1%
CCOc1ccc(OCC(=O)Nc2cc3c(cc2C(=O)O)OCCCO3)cc1	0%	13%	-6%	7%	i	1%	3	-1%	-12%
O=C(NCc1ccc2c(c1)OCO2)c1cccc(N2CCCC2=O)c1	-16%	0%	1%	2%	i	1%	6	1%	-17%
O=C(NCC1COc2ccccc2O1)c1ccc(Cl)c(S(=O)(=O)N2CCOCC2)c1 (stereo unspecified)	-6%	0%	-24%	-3%	i	-3%	15	-6%	22%
CCOC(=O)c1c(N)sc(C(=O)N2CCOCC2)c1C	?	2%	15%	11%	i	13%	-9	1%	-11%
N#Cc1cc(S(=O)(=O)c2ccccc2)c(N)[nH]c1=O	0%	-6%	-5%	2%	i	7%	10	1%	-1%
Cc1ccc(SCC(=O)Nc2ccc3c(c2)C(=O)N(C)C3=O)cc1	20%	3%	.	3%	i	3%	-11	3%	-5%
CC(C)N(Cc1cn(C)nc1-c1cccc(Cl)c1)CC1CCC(=O)N1 (stereo unspecified)	?	-1%	.	9%	i	-6%	10	-1%	-16%
CCc1sc(NC(C)=O)nc1-c1ccccc1	2%	0%	.	18%	i	0%	8	7%	-3%
O=C(Nc1ccc(OCC(=O)N2CCOCC2)cc1)c1ccccc1F	14%	6%	-6%	3%	i	4%	19	0%	7%
CCCOc1ccc(N2C(=O)CC(N3CCN(c4ccccc4F)CC3)C2=O)cc1 (stereo unspecified)	?	-10%	-10%	-6%	i	-3%	11	-9%[9.24 µM]	-2%
O=C(NCc1ccco1)c1ccc(S(=O)(=O)N2CCCCC2)cc1	2%	-3%	.	-8%	i	0%	1	-3%	2%
O=C(CN1CCN(Cc2ccccc2)CC1)N/N=C/c1c[nH]c2ccccc12	0%	-12%	-11%	-1%	i	5%	0	-4%	0%
COc1ccc(NC(=O)N2CCN(c3cc(-c4noc(C)n4)ccc3C)CC2)c(OC)c1	-3%	-3%	7%	.	i	.	.	.	.
COc1cccc(/C=C/C(=O)OC(C)C(=O)Nc2c(C)n(C)n(-c3ccccc3)c2=O)c1 (stereo unspecified)	-7%	-11%	-10%	-6%	i	-37%[inhibitor]	-26	-4%	?
O=C1NC(=O)C(c2ccc(Cl)cc2)N1 (stereo unspecified)	0%	7%	9%	-5%	i	-9%	16	10%	-53%[inhibitor]
COCC1CCN(Cc2cn(C)nc2-c2cccc(Cl)c2)C1 (stereo unspecified)	17%	5%	-5%	-6%	i	24%	8	6%	4%
O=C(Cn1c(SCC(=O)N2CCc3ccccc3C2)nc2ccccc21)NC1CCCC1	7%	12%	1%	4%	i	12%	-2	7%	-1%

Entries listed so far that contain two or more sulfur atoms (3):
SMILES	KB-V1 cytotox	KB-3-1 cytotox	ATXN2 expr inh	HT1080-NT tox	S2 tox	MCF10A rereplic	IL-1B inflam inh	HT1080 IDH1KD tx	SW480 rerep
CSc1sc(-c2ccnc(SCC(=O)C(C)(C)C)n2)c2c1C(=O)CC(C)(C)C2	10%	1%	3%	12%	i	?	43	2%	-1%
Cn1c(-c2ccsc2)c(-c2cccs2)c2cc(-c3ccc4cc[nH]c4c3)ccc21	-12%	1%	4%	-4%	i	-47%[inhibitor]	12	-9%	12%
CN=C(c1ccc(C)cc1)n1c(=S)nc(-c2ccc(C)cc2)n(C)c1=S	-13%	-13%	2%	2%	?	-2%	23	0%	1%

Continued.
SMILES	KB-V1 cytotox	KB-3-1 cytotox	ATXN2 expr inh	HT1080-NT tox	S2 tox	MCF10A rereplic	IL-1B inflam inh	HT1080 IDH1KD tx	SW480 rerep
Cc1ccc(C(=O)Nc2nc3ccc(S(C)(=O)=O)cc3s2)s1	?	-10%	8%	1%	i	?	22	-12%	-4%
CSC1=NCCN1C(=O)COc1ccccc1	16%	-21%	2%	2%	i	2%	0	10%	-2%
CCc1nn(CC(=O)NCc2ccc(OC)cc2OC)c(=O)c2cc3c(OC)cccc3n12	3%	-2%	-7%	.	i	.	.	.	.
COc1ccc(CCN/C=C2/CC(=O)NC2=O)cc1OC	15%	14%	-5%	-2%	i	-4%	49	-3%	-6%
CCn1c(=O)n(CC)c2cc(N3CCCC3)c(NC(=O)c3cc(Cl)ccc3OC)cc21	-29%	?	4%	15%	?	?	-64*	1%	?
CC[C@H](C)[C@H]1CNC(=S)N1CC1CCN(CCC23CC4CC(CC(C4)C2)C3)CC1	1%	?	-8%	-2%	i	?	-63*	2%	-2%
COC(=O)CCCCCN1C(=O)/C(=C\c2ccncc2)SC1=S	-8%	2%	.	0%	i	26µM*	?	-6%	1%
O=C(NNC(=S)Nc1ccccc1)c1ccncc1	-3%	6%	6%	-2%	i	-2%	8	1%	-4%
